ROS inducer – cancer cell ROS induction | hit rate 2% among 46,000 | ROS induction (% of piperlongumine), % at 10 µM | U2OS ROS induction, H2DCF-DA fluorescence | AID 624156; in the data active means ROS induction above about 79%, passing the limit was not always enough; inconclusive means no clear call, values can overlap the other calls;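 further: 0% = DMSO vehicle median and 100% = reference compound median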
The depositor's hits bear a star; u = inconclusive.

SMILES	ROS inducer
Cc1cc(C(=O)Nc2cccc3c2O[C@H](CN(C)C(=O)Nc2ccc4c(c2)OCO4)[C@@H](C)CN([C@H](C)CO)C3=O)n(C)n1	-8.7
C[C@H]1CN([C@@H](C)CO)C(=O)c2cccc(NC(=O)C3CCCCC3)c2O[C@@H]1CN(C)Cc1ccc(Cl)c(Cl)c1	32.0
COC(=O)c1cc(OC)c(OC)cc1NC(=O)CN1CCCCC1	-11.0
CC(C)(C)OC(=O)N1CCC[C@H]1/C=N/NC(=O)c1ccccc1O	2.3
C[C@H]1CN([C@@H](C)CO)C(=O)c2cc(NC(=O)Nc3ccc(F)cc3)ccc2O[C@@H]1CN(C)Cc1ccncc1	26.8
C[C@@H]1CN([C@H](C)CO)C(=O)Cc2cc(NC(=O)c3ccncc3)ccc2O[C@H]1CN(C)Cc1ccc2c(c1)OCO2	-0.7
Cc1noc(C)c1NC(=O)Nc1ccc2c(c1)C(=O)N([C@@H](C)CO)C[C@H](C)[C@H](CN(C)S(C)(=O)=O)O2	3.8
COC(=O)c1ccc(NC(=O)CSc2nnc(-c3cccc(N)c3)n2C)cc1	u
C[C@@H]1CCCCO[C@H](CN(C)S(C)(=O)=O)[C@@H](C)CN([C@H](C)CO)C(=O)c2cc(NC(=O)Nc3cccc4ccccc34)ccc2O1	4.3
C[C@H]1CN([C@@H](C)CO)C(=O)c2cc(NS(=O)(=O)c3cn(C)cn3)ccc2O[C@H]1CN(C)CC1CCCCC1	-17.7
Cc1cc2nn(-c3cccc4ccccc34)nc2cc1NC(=O)COc1ccc([N+](=O)[O-])cc1	-7.4
COc1ccc(-c2nn(C)c(=O)c3ccccc23)cc1CNS(=O)(=O)c1ccc(Cl)cc1	53.3
C[C@@H]1CN([C@@H](C)CO)C(=O)c2cc(NS(=O)(=O)c3ccc(F)cc3)ccc2O[C@H]1CN(C)C(=O)Nc1ccc2c(c1)OCO2	-11.5
Cn1c(SCC(=O)c2ccccc2)nnc1C1COc2ccccc2O1 (stereo unspecified)	5.3
NC(=O)C1(N2CCCCC2)CCN(CC(=O)Nc2cc(Cl)ccc2Cl)CC1	-9.7
COc1cccc(C2CC(C(F)(F)F)n3ncc(C(=O)O)c3N2)c1 (stereo unspecified)	13.9
COC(=O)c1ccc(NC(=O)CN(c2cc(Cl)c(Cl)cc2Cl)S(C)(=O)=O)cc1	0.1
C[C@H](CO)N1C[C@H](C)[C@H](CN(C)C)Oc2c(NC(=O)c3ccncc3)cccc2C1=O	17.6
C[C@@H]1CN([C@@H](C)CO)C(=O)c2cc(NC(=O)Nc3cccc4ccccc34)ccc2O[C@H]1CN(C)C(=O)Nc1ccc(F)cc1	7.0
N#CCSc1nc2cc(C(=O)NCc3ccccc3)ccc2c(=O)n1CCc1ccccc1	-4.6
CC(C)NC(=O)N(C)C[C@@H]1Oc2c(NS(=O)(=O)c3ccc(F)cc3)cccc2C(=O)N([C@@H](C)CO)C[C@H]1C	-3.5
C[C@@H]1CN([C@H](C)CO)C(=O)c2cc(NC(=O)Cc3ccccc3)ccc2O[C@@H]1CN(C)C(=O)Nc1cccc2ccccc12	6.5
Cc1ccc(N/C(N)=N/c2nc(C)cc(=O)[nH]2)c(C)c1	-8.3
C[C@@H]1CCCCO[C@@H](CN(C)C(=O)Cc2ccccc2)[C@@H](C)CN([C@H](C)CO)C(=O)c2cc(NC(=O)Nc3ccccc3)ccc2O1	8.2
CCc1ccc(NC(=O)CN(C)S(=O)(=O)c2cc(Br)cnc2N)cc1	-2.4

Arranged by SMILES length (rising): part of the list above
SMILES	ROS inducer
CC(C)(C)OC(=O)N1CCC[C@H]1/C=N/NC(=O)c1ccccc1O	2.3
Cc1cc2nn(-c3cccc4ccccc34)nc2cc1NC(=O)COc1ccc([N+](=O)[O-])cc1	-7.4
C[C@@H]1CCCCO[C@@H](CN(C)C(=O)Cc2ccccc2)[C@@H](C)CN([C@H](C)CO)C(=O)c2cc(NC(=O)Nc3ccccc3)ccc2O1	8.2

Fetched one by one from the entries so far:
SMILES	ROS inducer
Cc1ccc(N/C(N)=N/c2nc(C)cc(=O)[nH]2)c(C)c1	-8.3
COc1ccc(-c2nn(C)c(=O)c3ccccc23)cc1CNS(=O)(=O)c1ccc(Cl)cc1	53.3

The list goes on:
SMILES	ROS inducer
Cc1cccc(N2C(=O)c3ccc(C(=O)Nc4c[nH]c(=O)[nH]c4=O)cc3C2=O)c1C	-8.2
COc1ccc(NC(=O)N(C)C[C@@H]2Oc3ncc(-c4cccc(OC)c4)cc3C(=O)N([C@H](C)CO)C[C@@H]2C)cc1	69.6
Nc1nonc1C(=O)N1CCCCC1	-9.2
C=CC[C@@]12N=C(c3ccc(OCCCO)cc3)O[C@@H]1c1ccccc1N(CCS(=O)(=O)c1ccccc1)C2=O	70.8
Cc1cc(C)nc(SCCCn2c(=O)[nH]c3ccccc32)n1	-7.2
CCOC(=O)CCSc1nnc2c3ccccc3n(C)c2n1	39.9
C[C@H]1CN([C@@H](C)CO)C(=O)c2cccc(NC(=O)c3ccncc3)c2O[C@H]1CN(C)Cc1ccc(C(=O)Nc2ccccc2N)cc1	16.7
C[C@H](CO)N1C[C@H](C)[C@@H](CN(C)CC2CC2)Oc2c(NS(=O)(=O)c3ccc(F)cc3)cccc2C1=O	-2.0
O=C(O)C1CC1C(=O)Nc1ccc(Oc2ccc(Cl)cc2C2CCCCC2)nc1 (stereo unspecified)	-1.5
COc1ccc(CN(C)C[C@@H]2Oc3c(NC(=O)Nc4ccccc4)cccc3C(=O)N([C@H](C)CO)C[C@H]2C)cc1	13.6
Cc1noc(C)c1S(=O)(=O)Nc1cccc2c1O[C@@H](CN(C)Cc1ccc(C(=O)Nc3ccccc3N)cc1)[C@@H](C)CN([C@@H](C)CO)C2=O	20.7
CCS(=O)CCSc1nc(-c2ccc(Br)cc2)cc(-c2ccccc2)c1C#N (stereo unspecified)	166.4*
Oc1ccc2c(c1)OCC1c3cc4c(cc3OC21)OCO4 (stereo unspecified)	-13.8
C[C@@H]1CN([C@H](C)CO)C(=O)c2cc(NC(=O)Nc3ccc4c(c3)OCO4)ccc2O[C@H]1CN(C)Cc1ccc(C(F)(F)F)cc1	118.7*
C[C@H]1CN([C@@H](C)CO)C(=O)c2cc(NC(=O)C3CC3)ccc2O[C@H]1CN(C)Cc1ccc(C(=O)O)cc1	32.3
COc1ccc(NC(=O)COc2ccc(C)c(C)c2)cc1NC(=O)c1ccco1	-1.8
Cc1ccc(NC(=O)CC(C(=O)O)N(C)C)cc1 (stereo unspecified)	-4.7
C[C@@H]1CCCCO[C@H](CN(C)S(=O)(=O)c2cn(C)cn2)[C@@H](C)CN([C@H](C)CO)C(=O)c2cc(N(C)C)ccc2O1	-3.9
O=C(CSc1n[nH]c(-c2ccco2)n1)c1ccc(Cl)cc1	5.3
O=C1CCCN1CC(CN1CCOCC1)Sc1nnnn1-c1ccccc1 (stereo unspecified)	-7.4
Cc1ccc(CN2CCN(/N=C\C=C\c3ccccc3)CC2)cc1	-2.2
S=c1cc[nH]c(=S)n1-c1nc(-c2ccccc2)sc1-c1ccccc1	11.1
C[C@H]1CN([C@@H](C)CO)C(=O)Cc2cc(N(C)C)ccc2O[C@H]1CN(C)S(=O)(=O)c1cccs1	9.7
C[C@H](CO)N1C[C@H](C)[C@H](CN(C)Cc2ccc(Cl)c(Cl)c2)Oc2ccc(NC(=O)Nc3ccccc3)cc2CC1=O	12.6
C[C@H](CO)N1C[C@H](C)[C@@H](CN(C)C(=O)Nc2ccccc2)Oc2ccc(NC(=O)Cc3cn(C)c4ccccc34)cc2C1=O	-0.4

Next section, starting with the last five of the part before.
SMILES	ROS inducer
Cc1ccc(CN2CCN(/N=C\C=C\c3ccccc3)CC2)cc1	-2.2
S=c1cc[nH]c(=S)n1-c1nc(-c2ccccc2)sc1-c1ccccc1	11.1
C[C@H]1CN([C@@H](C)CO)C(=O)Cc2cc(N(C)C)ccc2O[C@H]1CN(C)S(=O)(=O)c1cccs1	9.7
C[C@H](CO)N1C[C@H](C)[C@H](CN(C)Cc2ccc(Cl)c(Cl)c2)Oc2ccc(NC(=O)Nc3ccccc3)cc2CC1=O	12.6
C[C@H](CO)N1C[C@H](C)[C@@H](CN(C)C(=O)Nc2ccccc2)Oc2ccc(NC(=O)Cc3cn(C)c4ccccc34)cc2C1=O	-0.4
C[C@@H]1CN([C@@H](C)CO)C(=O)c2cc(NC(=O)CCCN(C)C)ccc2O[C@@H]1CN(C)Cc1ccc(-c2ccccc2)cc1	-2.0
C[C@H](CO)N1C[C@H](C)[C@@H](CN(C)S(=O)(=O)c2cccs2)Oc2ccc(NS(=O)(=O)c3ccc(Cl)cc3)cc2C1=O	-12.0
C[C@H](CO)N1C[C@H](C)[C@@H](CN(C)C(=O)Nc2cccc3ccccc23)Oc2ccc(NC(=O)Nc3ccc(F)cc3)cc2C1=O	-5.9
C[C@H]1CN([C@@H](C)CO)C(=O)CCCn2cc(nn2)CO[C@@H]1CN(C)C(=O)Cc1ccccc1	-8.4
Cc1ccc(-c2nc3ccccc3o2)cc1NC(=O)COc1ccccc1[N+](=O)[O-]	-13.4
COc1ccc(S(=O)(=O)Nc2ccc3c(c2)CC(=O)N([C@@H](C)CO)C[C@@H](C)[C@@H](CN(C)C(=O)NC2CCCCC2)O3)cc1	19.1
C[C@@H]1CCCCO[C@@H](CN(C)C(=O)CCCN(C)C)[C@@H](C)CN([C@H](C)CO)C(=O)c2cc(NC(=O)C3CCCCC3)ccc2O1	-4.5
O=C1N(Cc2ccccc2)Cc2ccccc2C[C@@]12N=C(c1ccc(OCCCO)cc1)O[C@H]2c1ccccc1	41.6
C[C@H]1CN([C@@H](C)CO)C(=O)Cc2cc(NS(=O)(=O)c3ccc(Cl)cc3)ccc2O[C@H]1CN(C)C(=O)NC1CCCCC1	-2.5
Cc1ccc(C)c(OCC(=O)Nc2cccc(-c3nc4ccccc4o3)c2)c1	-1.6
C[C@@H]1CCCCO[C@@H](CN(C)C(=O)Nc2ccc3c(c2)OCO3)[C@@H](C)CN([C@H](C)CO)C(=O)c2cc(NC(=O)CCCCCC(=O)Nc3ccccc3N)ccc2O1	21.3
CNC[C@@H]1Oc2c(N)cccc2C(=O)N([C@H](C)CO)C[C@@H]1C	31.6
O=C(C1Sc2nnc(-c3ccccc3)n2NC1c1ccccc1)N1CCCC1 (stereo unspecified)	23.2
O=C1Nc2cc(C(=O)N3CCN(c4ccccc4)CC3)ccc2Sc2ccccc21	1.0
O=C(N/N=C/c1ccc(I)cc1)c1ccccn1	-1.0
C[C@H]1CN([C@@H](C)CO)C(=O)Cc2cc(NC(=O)Nc3cccc4ccccc34)ccc2O[C@H]1CN(C)Cc1ccc(-c2ccccc2)cc1	22.8
Cc1noc(C)c1S(=O)(=O)Nc1ccc2c(c1)C(=O)N([C@@H](C)CO)C[C@@H](C)[C@H](CN(C)S(=O)(=O)c1cn(C)cn1)O2	-6.4
COc1ccc(S(=O)(=O)N(C)C[C@@H]2Oc3ccc(NS(=O)(=O)c4ccc(Cl)cc4)cc3CC(=O)N([C@@H](C)CO)C[C@@H]2C)cc1	14.1
C[C@@H]1CN([C@H](C)CO)C(=O)c2cc(NC(=O)CCCN(C)C)ccc2O[C@@H]1CN(C)Cc1ccc(Oc2ccccc2)cc1	0.9
C[C@@H]1CN([C@@H](C)CO)C(=O)c2cccc(NC(=O)c3cnccn3)c2O[C@@H]1CN(C)Cc1ccc(-c2ccccc2)cc1	24.4
C[C@H]1CN([C@@H](C)CO)C(=O)CCCn2cc(nn2)CO[C@H]1CN(C)C(=O)NC1CCCC1	0.5
C[C@H](CO)N1C[C@H](C)[C@H](CN(C)S(=O)(=O)c2cn(C)cn2)Oc2ccc(NS(=O)(=O)c3cccs3)cc2CC1=O	-5.3
CCc1c(C)n([O-])c2c([n+]1=O)CCCCC2	-20.0
C=C1[C@@H]2CC[C@H]3[C@]4(C)C[C@H](O)C[C@@H](C(=O)OC)[C@H]4CC[C@]3(C2)[C@H]1O	-4.8
Cc1ccc(S(=O)(=O)Nc2ccc3c(c2)C(=O)N([C@H](C)CO)C[C@H](C)[C@H](CN(C)Cc2ccc4c(c2)OCO4)O3)cc1	-5.5

Carrying on:
SMILES	ROS inducer
C[C@@H]1CCCCO[C@@H](CN(C)C(=O)Nc2ccc3c(c2)OCO3)[C@@H](C)CN([C@H](C)CO)C(=O)c2cc(N(C)C)ccc2O1	15.3
Cc1onc(-c2ccccc2)c1C(=O)N(C)CCc1ccccn1	-7.2
C=CCOC(=O)[C@@H]1[C@H]2C(=O)O[C@H](c3ccccc3)[C@H](c3ccccc3)N2[C@H](c2ccc(OCCOC(=O)[C@@H]3C[C@@H]4C(=O)N[C@@H](CC(C)C)C(=O)N4[C@@H]3c3ccc(O)cc3)cc2)[C@@]12C(=O)Nc1ccc(I)cc12	6.0
COc1ccc(S(=O)(=O)Nc2ccc3c(c2)CC(=O)N([C@H](C)CO)C[C@H](C)[C@H](CN(C)S(=O)(=O)c2ccc(Cl)cc2)O3)cc1	22.3
Nc1nc(Cl)nc2c1ncn2C1OC(CO)[C@H](O)[C@H]1F (stereo partly specified)	-17.1
CNC[C@@H]1Oc2c(NC(=O)Nc3ccc(OC)cc3)cccc2C(=O)N([C@H](C)CO)C[C@H]1C	-4.3
C[C@H](CO)N1C[C@H](C)[C@@H](CN(C)S(=O)(=O)c2ccccc2)Oc2c(NS(=O)(=O)c3cccs3)cccc2C1=O	-5.3
CCOC(=O)c1c(CC(C)C)csc1NC(=O)c1ccccc1OC(C)=O	6.6
CC(C)NC(=O)Nc1cccc2c1O[C@H](CN(C)C(=O)Nc1ccc(F)cc1)[C@@H](C)CN([C@@H](C)CO)C2=O	-5.3
O=C(OCc1ccccc1O[C@@H]1O[C@H](CO)[C@@H](O)[C@H](O)[C@H]1O)c1c(O)cccc1O[C@@H]1O[C@H](CO)[C@@H](O)[C@H](O)[C@H]1O	-7.1
CNC[C@H]1Oc2ccc(NC(=O)C3CC3)cc2CC(=O)N([C@@H](C)CO)C[C@H]1C	-7.8
Cc1ccc(C)c(OCC(=O)Nc2cccc(-c3nnc(-c4ccco4)o3)c2)c1	28.5
O=C(NO)c1cccc(C(=O)N/N=C/c2cccs2)c1	-3.4
C[C@H]1CN([C@@H](C)CO)C(=O)Cc2cc(NC(=O)Nc3ccccc3)ccc2O[C@@H]1CN(C)S(=O)(=O)c1ccc(F)cc1	13.5
Cc1ccc(S(=O)(=O)Nc2ccc3c(c2)CC(=O)N([C@@H](C)CO)C[C@@H](C)[C@@H](CN(C)Cc2ccc(Cl)c(Cl)c2)O3)cc1	28.8
O=c1c2sccc2nc(SCc2cc(=O)n3cc(Br)ccc3n2)n1C1CC1	-6.5

These rows are one share of the data; rates above refer to the full screens.
